PriA SSB inh: inhibitors of Klebsiella pneumoniae PriA binding to SSB C-terminal tail; AlphaScreen SSBct-PriA binding, biotinylated peptide; inhibition, % at 33 µM; hit rate 0.6% among 430,000; AID 1272365; in the data active = inhibition mostly above about 37%, no sharp cut-off; inactive = mostly below about 20%;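 also: plate controls were negative control peptide for no effect and reference peptide for full effect; strong numbers were not always called active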
Anthrax LF inh2: inhibitors of Bacillus anthracis lethal factor protease | P15917 | multiplex microsphere protease cleavage assay, LF | inhibition, % at 10 µM | hit rate 0.12% among 360,000 | AID 588501; also: plate controls were buffer without enzyme for full effect and enzyme alone for no effect
PfHsp40 rescue: restores yeast growth despite PfHsp40 toxicity. S. cerevisiae expressing PfHsp40, growth rescue, ATP luminescence. growth rescue, % at 12.5 µM. hit rate 0.68% among 340,000; in the data active = growth rescue above about 28%, passing the limit was not always enough;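 also: yeast W303a lacking pdr1 and pdr3 grown in galactose medium; growth measured after three days at 30 °C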
Yp Topo-I inh: inhibitors of Yersinia pestis topoisomerase I | activity, % at 10 µM | hit rate 0.064% among 360,000 | Y. pestis Topo-I cleavage product accumulation, plate reader; in the data active = activity above about 50%, passing the limit was not always enough; also: inactives centre near 2
TcdB GH inh: inhibitors of Clostridioides difficile toxin B glycohydrolase; TcdB glycohydrolase enzymatic assay, plate reader; AID 652162; inhibition, % at 9.99 µM; hit rate 0.24% among 350,000; P18177; in the data active = inhibition above about 10%
BoNT-A LC inh2: blocks Botulinum neurotoxin A light chain protease. multiplex microsphere protease substrate cleavage, flow cytometry. inhibition, % at 10 µM. hit rate 0.17% among 360,000. AID 588499; also: plate controls were buffer without enzyme for full effect and enzyme alone for no effect
3CLpro inhibitor: SARS-CoV 3CLpro protease inhibition; hit rate 0.14% among 290,000; recombinant SARS-CoV 3CLpro, quenched FRET peptide cleavage; inhibition, % at 6 µM; P0C6X7; in the data active = inhibition above about 12%
PrPC surface inh: cell surface PrPC inhibition, primary TR-FRET screen; P04156; inhibition, % at 13.8 µM; hit rate 0.43% among 370,000; TR-FRET read-out; in the data active = inhibition above about 24%; also: 0% = median of the test wells and 100% = reference compound wells
BH1578 lux ind: induces V. cholerae light production without autoinducers. V. cholerae BH1578 lux reporter, luminescence, 6 h. activation, % at 18.7 µM. hit rate 0.16% among 350,000; in the data active = activation mostly above about 9.7%, no sharp cut-off; also: not every result past the cut was called active; inactives centre near 0; reference of the scale not given here
* marks the source's active call; other numbers are inactive results; i = inactive; x = no result given. Rule as the data show it, unless noted: active = inhibition above about 30%; inconclusive = no clear call, values can overlap the other calls; inactive = below that. Only part of the results is shown. The share of hits here may be higher or lower than overall.

Letters – A = PriA SSB inh; B = Anthrax LF inh2; C = PfHsp40 rescue; D = Yp Topo-I inh; E = TcdB GH inh; F = BoNT-A LC inh2; G = 3CLpro inhibitor; H = PrPC surface inh; I = BH1578 lux ind
Cc1ccc(S(=O)(=O)CCC(=O)OCc2cc(=O)oc3cc(C)ccc23)cc1
  A: -11 | B: x | C: 2.1 | D: 12 | E: 0.6 | F: x | G: x | H: -5 | I: 1.1
COc1ccc(CCC(=O)Nc2ccc(S(=O)(=O)N3CCOCC3)cc2)cc1
  A: 0 | B: 0 | C: -0.4 | D: 11 | E: 0.7 | F: -1.1 | G: -4 | H: -4 | I: i
COc1cc(CNc2cccc3[nH]c(C(F)(F)F)nc23)cc(OC)c1
  A: -21 | B: 6 | C: -1.5 | D: 1 | E: 1.4 | F: -2.0 | G: -1 | H: -3 | I: 1.6
O=C(CCc1ccccc1F)N1CCN(c2ccc(C(F)(F)F)cn2)CC1
  A: -7 | B: 0 | C: 3.6 | D: 16 | E: -0.4 | F: 0.4 | G: 2 | H: -2 | I: i
CCNC(=O)NC(=O)C(C)OC(=O)C1CCN(S(=O)(=O)c2ccccc2C(=O)OC)CC1 (stereo unspecified)
  A: -11 | B: -5 | C: -0.8 | D: -2 | E: -0.1 | F: -0.2 | G: -4 | H: -4 | I: -0.9
Cc1nn(-c2ncc(C(F)(F)F)cc2Cl)c(=O)n1-c1cccc(Cl)c1
  A: -13 | B: -7 | C: -0.3 | D: 7 | E: x | F: 1.3 | G: 0 | H: -6 | I: -0.4
CC(CCOC1=NS(=O)(=O)c2ccccc21)NC(=O)C(=O)Nc1ccccc1 (stereo unspecified)
  A: 9 | B: -4 | C: 2.1 | D: 3 | E: 0.5 | F: 0.1 | G: 2 | H: -3 | I: 0.5
COc1ccccc1NC(=S)N(Cc1cccs1)C1CCCC1
  A: -3 | B: -3 | C: -0.6 | D: -1 | E: 2.6 | F: -0.5 | G: -3 | H: -7 | I: 1.0
COc1ccc(NC(=O)C2CCCN2c2nn3c(=O)cc(C)nc3s2)cc1 (stereo unspecified)
  A: -5 | B: -4 | C: 0.3 | D: 0 | E: 0.3 | F: -0.1 | G: -4 | H: 8 | I: -0.3
C#CCOc1ccc(CNC[C@H]2O[C@@H](n3cnc4c(N)ncnc43)[C@H](O)[C@@H]2O)cc1
  A: -7 | B: -2 | C: -1.1 | D: 1 | E: 0.3 | F: 0.0 | G: x | H: -3 | I: 3.1
CCOC(=O)C1CCCN(CC(O)COCc2ccc3c(c2)OCO3)C1 (stereo unspecified)
  A: -1 | B: 8 | C: 2.1 | D: -2 | E: 2.3 | F: 0.4 | G: 4 | H: 9 | I: -0.2
CCc1ccc(C2CC(c3ccccc3C)n3nc(N)nc3N2)cc1 (stereo unspecified)
  A: 2 | B: -2 | C: -1.5 | D: -5 | E: 1.7 | F: -0.5 | G: 5 | H: 8 | I: -0.2
O=S(=O)(NCc1ccc(Cl)cc1Cl)c1ccc(N2CCOCC2)nc1
  A: -8 | B: 6 | C: -1.8 | D: 3 | E: 2.3 | F: -0.8 | G: 8 | H: 3 | I: i
NC(=S)N/N=C/c1ccc(-c2ccc([N+](=O)[O-])cc2)o1
  A: x | B: 2 | C: 0.6 | D: -30 | E: -2.5 | F: 11 | G: 3 | H: -31 | I: i
CCN(CC)CCCOc1nc(C)nc2c1oc1ccccc12
  A: -7 | B: 2 | C: -0.4 | D: -10 | E: x | F: 0.3 | G: -1 | H: -6 | I: -2.8

Nine entries already listed, sorted by molecular weight, high to low.
Letters – A = PriA SSB inh; B = Anthrax LF inh2; C = PfHsp40 rescue; D = Yp Topo-I inh; E = TcdB GH inh; F = BoNT-A LC inh2; G = 3CLpro inhibitor; H = PrPC surface inh; I = BH1578 lux ind
CCNC(=O)NC(=O)C(C)OC(=O)C1CCN(S(=O)(=O)c2ccccc2C(=O)OC)CC1 (stereo unspecified)
  A: -11 | B: -5 | C: -0.8 | D: -2 | E: -0.1 | F: -0.2 | G: -4 | H: -4 | I: -0.9
COc1ccc(CCC(=O)Nc2ccc(S(=O)(=O)N3CCOCC3)cc2)cc1
  A: 0 | B: 0 | C: -0.4 | D: 11 | E: 0.7 | F: -1.1 | G: -4 | H: -4 | I: i
O=S(=O)(NCc1ccc(Cl)cc1Cl)c1ccc(N2CCOCC2)nc1
  A: -8 | B: 6 | C: -1.8 | D: 3 | E: 2.3 | F: -0.8 | G: 8 | H: 3 | I: i
CC(CCOC1=NS(=O)(=O)c2ccccc21)NC(=O)C(=O)Nc1ccccc1 (stereo unspecified)
  A: 9 | B: -4 | C: 2.1 | D: 3 | E: 0.5 | F: 0.1 | G: 2 | H: -3 | I: 0.5
Cc1ccc(S(=O)(=O)CCC(=O)OCc2cc(=O)oc3cc(C)ccc23)cc1
  A: -11 | B: x | C: 2.1 | D: 12 | E: 0.6 | F: x | G: x | H: -5 | I: 1.1
Cc1nn(-c2ncc(C(F)(F)F)cc2Cl)c(=O)n1-c1cccc(Cl)c1
  A: -13 | B: -7 | C: -0.3 | D: 7 | E: x | F: 1.3 | G: 0 | H: -6 | I: -0.4
COc1ccc(NC(=O)C2CCCN2c2nn3c(=O)cc(C)nc3s2)cc1 (stereo unspecified)
  A: -5 | B: -4 | C: 0.3 | D: 0 | E: 0.3 | F: -0.1 | G: -4 | H: 8 | I: -0.3
O=C(CCc1ccccc1F)N1CCN(c2ccc(C(F)(F)F)cn2)CC1
  A: -7 | B: 0 | C: 3.6 | D: 16 | E: -0.4 | F: 0.4 | G: 2 | H: -2 | I: i
CCN(CC)CCCOc1nc(C)nc2c1oc1ccccc12
  A: -7 | B: 2 | C: -0.4 | D: -10 | E: x | F: 0.3 | G: -1 | H: -6 | I: -2.8

Continued.
Letters – A = PriA SSB inh; B = Anthrax LF inh2; C = PfHsp40 rescue; D = Yp Topo-I inh; E = TcdB GH inh; F = BoNT-A LC inh2; G = 3CLpro inhibitor; H = PrPC surface inh; I = BH1578 lux ind
Cc1cccc(C(=O)NNC(=O)CCn2nnc3ccccc32)c1
  A: 7 | B: -6 | C: x | D: -1 | E: 0.7 | F: -1.1 | G: -2 | H: 4 | I: -0.4
Cc1ccc(Nc2nc(CSc3nnc(-c4ccncc4)n3-c3ccccc3C)cs2)cc1
  A: 8 | B: -1 | C: 1.1 | D: 5 | E: 0.5 | F: -0.1 | G: 2 | H: 9 | I: -0.3
CN(C(=O)CSc1nnc(-c2cccs2)n1N)c1ccccc1
  A: 1 | B: -5 | C: 0.1 | D: 0 | E: 2.0 | F: -0.3 | G: x | H: -2 | I: i
O=C(NCc1ccccc1)C1c2ccccc2OCC(=O)N1Cc1ccco1 (stereo unspecified)
  A: x | B: -6 | C: x | D: x | E: -0.3 | F: -0.6 | G: x | H: -6 | I: x
CCCNC(=O)C1(C)CCN(C(=O)c2ccc3ccccc3c2)C1 (stereo unspecified)
  A: x | B: 2 | C: x | D: -1 | E: 0.0 | F: -0.4 | G: x | H: -1 | I: 5.0
CCCOc1ccc(-c2nnc(-c3ccco3)o2)cc1
  A: -17 | B: 1 | C: -0.6 | D: 0 | E: x | F: 0.5 | G: 5 | H: 6 | I: 3.0
Cn1c(=O)c2c(ncn2CC(=O)N/N=C/c2ccco2)n(C)c1=O
  A: x | B: 0 | C: -0.3 | D: 1 | E: x | F: -1.9 | G: 5 | H: -7 | I: -0.3
Cn1cc(C(=O)NS(=O)(=O)Nc2ccc(Br)cc2)c2ccccc21
  A: -6 | B: 0 | C: 0.4 | D: 0 | E: -1.6 | F: -2.3 | G: -1 | H: 10 | I: -0.3
CCCC1=C(C(=O)OCC)C(c2cccnc2)n2nc(C)nc2N1 (stereo unspecified)
  A: -5 | B: 6 | C: -0.4 | D: 0 | E: 0.8 | F: 0.6 | G: 0 | H: 3 | I: -0.5
CCN(CC)CCCN(Cc1cc2ccc(C)c(C)c2[nH]c1=O)C(=O)NC1CCCCC1
  A: -8 | B: -4 | C: -1.2 | D: 11 | E: x | F: 0.0 | G: 5 | H: -5 | I: -0.6
CO/N=C1\CCCc2c(C(=O)NN)sc(SC)c21
  A: x | B: -6 | C: 0.0 | D: 4 | E: -19 | F: 1.2 | G: 0 | H: 10 | I: i
COc1ccccc1NC(=O)CSc1nccn1Cc1ccccc1
  A: 14 | B: 1 | C: 0.4 | D: 14 | E: 1.9 | F: 2.7 | G: 5 | H: 10 | I: i
O=C(COC(=O)c1ccco1)Nc1cccc(Br)c1
  A: -14 | B: 0 | C: 2.8 | D: -5 | E: x | F: 0.0 | G: 3 | H: 1 | I: i
CS(=O)(=O)c1ccc(C(=O)NCc2ccccc2F)cc1
  A: -17 | B: 0 | C: 0.5 | D: 5 | E: 2.0 | F: -0.2 | G: -9 | H: 6 | I: -0.3
CNc1ccccc1C(C)(C)c1cc(-c2cccc(OC)c2)no1
  A: 6 | B: -3 | C: -0.3 | D: 1 | E: 1.2 | F: -0.1 | G: 2 | H: 14 | I: -0.3
O=C(Cn1nnc(-c2ccccc2)n1)Nc1cccc(S(=O)(=O)N2CCCC2)c1
  A: 2 | B: 0 | C: 0.9 | D: -5 | E: 1.3 | F: 0.9 | G: x | H: 14 | I: i
